Compound activity from PubChem BioAssay.
UBC13 polyUb = UBC13 polyubiquitin chain formation inhibitors, primary screen, biochemical, TR-FRET, uHTS | Ubiquitin-conjugating enzyme E2 N (Homo sapiens), P61088 | inhibition, % at 20 µM | 330,000 compounds, 0.47% hits; in the data active = inhibition above about 45%, passing the limit was not always enough
Target sequence (P61088 whole entry, looked up): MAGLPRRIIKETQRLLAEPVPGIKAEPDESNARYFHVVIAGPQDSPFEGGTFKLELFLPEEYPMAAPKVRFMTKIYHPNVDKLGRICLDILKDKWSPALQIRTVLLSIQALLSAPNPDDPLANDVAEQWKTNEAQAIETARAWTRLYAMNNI
CCR6 antagonist = CCR6 receptor antagonists, primary screen, cell-based, CHO-K1, luminescence, beta-arrestin, uHTS; C-C chemokine receptor type 6 (Homo sapiens), P51684; CHO-K1 CCR6 PathHunter beta-arrestin, CCL20-stimulated; inhibition, % at 20 µM; 340,000 compounds, 0.49% hits; AID 493098, 2011;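 active = compounds whose inhibition of the agonist-driven luminescence signal at 20 µM reaches about 50%, limit read from the data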;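 also: cells stimulated with CCL20 at 14 nM final; plate controls were DMSO with CCL20 for no effect and DMSO without agonist for full effect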
EBI2 block = EBI2 receptor antagonists, beta-arrestin recruitment, primary screen, cell-based, luminescence, 7a,25-OHC stimulation, uHTS. 7a,25-OHC stimulated. inhibition, % at 5 µM. G-protein coupled receptor 183 (Homo sapiens), P32249. 360,000 compounds, 0.81% hits; in the data active = inhibition above about 38%;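 also: enzyme fragment complementation signal reports receptor beta-arrestin coupling in cells; 0% = agonist plus DMSO wells and 100% = wells without agonist; some results beyond the cut were filed as inactive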
Target sequence (P32249 whole entry, looked up, the tested form may be a part): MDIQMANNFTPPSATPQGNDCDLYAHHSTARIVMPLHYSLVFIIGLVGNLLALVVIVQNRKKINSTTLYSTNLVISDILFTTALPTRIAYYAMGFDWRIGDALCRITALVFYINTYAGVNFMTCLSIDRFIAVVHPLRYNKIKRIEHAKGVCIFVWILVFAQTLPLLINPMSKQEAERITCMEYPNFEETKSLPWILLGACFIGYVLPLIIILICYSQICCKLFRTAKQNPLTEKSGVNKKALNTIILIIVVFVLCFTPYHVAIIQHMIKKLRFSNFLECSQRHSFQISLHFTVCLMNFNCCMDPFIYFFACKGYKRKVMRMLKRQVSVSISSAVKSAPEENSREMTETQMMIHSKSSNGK
Jurkat NFkB inh = inhibitors of induced NF-kB luciferase reporter, primary screen, TCR NF-kB activation inhibitor project, cell-based, luminescence, uHTS; Jurkat, PMA/ionomycin-induced NF-kB luciferase reporter; inhibition, % at 4 µM; 330,000 compounds, 0.53% hits; in the data active = inhibition above about 50%
CXCR6 inh = CXCR6 receptor inhibitors, primary screen, cell-based, beta-arrestin, luminescence, CHO-K1 PathHunter, 1536-well; C-X-C chemokine receptor type 6 (Homo sapiens), O00574; 360,000 compounds, 0.36% hits; inhibition, % at 20 µM; in the data active = inhibition above about 34%, passing the limit was not always enough;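 also: antagonist mode with CXCL16 agonist at 10 nM final; 0% = 10 nM CXCL16 with DMSO and 100% = unstimulated wells without agonist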
APJ antag = antagonists of human apelin receptor APJ, primary screen, CHO-K1 cells, beta-arrestin complementation, luminescence | inhibition, % at 20 µM | P35414 | AID 2521, 2010 | 330,000 compounds, 0.32% hits;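 active = inhibition above about 40% at 20 µM, limit read from the data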;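 also: cells challenged with 10 nM apelin-13 agonist together with compound; plate controls were apelin-13 plus DMSO wells for no effect and DMSO wells lacking apelin-13 for full effect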
Target sequence (P35414 whole entry, looked up): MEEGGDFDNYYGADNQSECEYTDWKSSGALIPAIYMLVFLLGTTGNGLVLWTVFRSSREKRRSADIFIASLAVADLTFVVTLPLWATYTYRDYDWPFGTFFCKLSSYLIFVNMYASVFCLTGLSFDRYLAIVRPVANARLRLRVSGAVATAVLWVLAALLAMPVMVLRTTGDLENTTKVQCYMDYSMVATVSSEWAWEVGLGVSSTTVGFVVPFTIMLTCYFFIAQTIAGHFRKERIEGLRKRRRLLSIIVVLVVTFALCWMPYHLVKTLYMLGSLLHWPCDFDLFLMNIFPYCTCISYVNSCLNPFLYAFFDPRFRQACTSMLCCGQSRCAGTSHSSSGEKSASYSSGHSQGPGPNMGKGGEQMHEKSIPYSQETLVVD
697 NFkB inh = inhibitors of PMA/ionomycin-induced NF-kB reporter, 697 cells, primary screen, B-cell NF-kB inhibitor project, cell-based, luminescence, uHTS. inhibition, % at 4 µM. AID 435022, 2010. 330,000 compounds, 0.33% hits. 697 B-cell NF-kB luciferase reporter, 16 h; in the data active = inhibition above about 35%
Gli-Sufu block = Gli-Sufu pathway antagonists, primary screen, luciferase luminescence, Sufu-KO-LIGHT cells, uHTS; 340,000 compounds, 0.74% hits; Sufu-KO-LIGHT fibroblasts, Gli luciferase reporter luminescence; inhibition, % at 5 µM;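 active = inhibition above about 55%, limit read from the data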;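 also: 0% = DMSO-treated cells and 100% = wells with medium but no cells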
The depositor's hits bear a star; i = inactive; / = no result given.

A first look (16 entries):
SMILES	UBC13 polyUb	CCR6 antagonist	EBI2 block	Jurkat NFkB inh	CXCR6 inh	APJ antag	697 NFkB inh	Gli-Sufu block
Cc1cc(NC(=O)CCC(=O)N(Cc2ccc(F)cc2)C(C(=O)NC2CCCC2)c2ccco2)no1 (centres undefined)	6	14	7	-23	12	0	6	-11
COCCNC(=O)c1ccc2c(c1)NC(=O)CS2	8	2	-7	-4	2	24	8	4
CC(C)C[C@H]1CN=C(Nc2ccccc2)N1CC1CCCC1	5	10	9	9	6	4	13	15
COc1ccc2oc(C(=O)OCC(=O)NC(C)c3ccccc3)c(C)c2c1 (centres undefined)	13	16	5	15	1	6	-3	-3
COC(=O)[C@@]1(Cc2ccccc2)[C@H]2C(=O)N(C)C(=O)[C@H]2[C@H]2CN=C(SCc3ccc(C#N)cc3)N21	/	16	3	/	4	/	9	0
CC(=O)Nc1ccc(C(=O)OCC(=O)NC(=O)NC2CCCCC2)cc1	9	-4	5	-1	0	-4	13	2
CCc1nn(CC(=O)NCCCN2CCOCC2)c(=O)c2cc3sccc3n12	2	4	-12	11	2	33	9	11
C=CCOc1cccc(/C=N/NC(=O)CN(c2cc(Cl)ccc2OC)S(=O)(=O)c2ccc(C)c([N+](=O)[O-])c2)c1	-6	2	11	23	-3	13	-10	3
Cc1c(-c2nnc(SCC(=O)O)n2-c2ccccc2Br)nnn1-c1ccccc1	5	6	-1	7	-9	-35	9	8
COC(=O)c1ccc(N(C(=O)CNC(=O)c2ccco2)C(C(=O)NCC2CCCO2)c2ccc(OC)c(OC)c2)cc1 (centres undefined)	8	5	-2	4	-4	11	7	0
Cc1ccc(-c2cc(C(=O)Nc3cccnc3)c3ccccc3n2)o1	-10	8	1	3	9	35	-3	11
Cc1cc(NS(=O)(=O)c2ccc(NC(=O)C(C)Oc3ccc(C(C)C)cc3)cc2)no1 (centres undefined)	-14	3	-9	-2	1	3	-1	3
CCCN1CCc2c(sc(NC(=O)CCS(=O)(=O)c3ccccc3)c2C(=O)OC)C1	2	-1	-11	-5	-4	-27	-15	27
Nc1c(N(Cc2ccccc2)C(=O)COc2ccc(F)cc2)c(=O)[nH]c(=O)n1Cc1ccccc1	-2	7	5	-1	5	-19	-4	1
COCc1c(C(=O)N2CCN(Cc3ccc(C#N)cc3)CC2)oc2ccccc12	2	13	4	12	-4	2	-8	8
Cc1cccc(NC(=O)CSCc2c(C)noc2C)c1C	-1	-4	-2	19	0	15	16	0

Results, repeating the preview:
SMILES	UBC13 polyUb	CCR6 antagonist	EBI2 block	Jurkat NFkB inh	CXCR6 inh	APJ antag	697 NFkB inh	Gli-Sufu block
Cc1cc(NC(=O)CCC(=O)N(Cc2ccc(F)cc2)C(C(=O)NC2CCCC2)c2ccco2)no1 (centres undefined)	6	14	7	-23	12	0	6	-11
COCCNC(=O)c1ccc2c(c1)NC(=O)CS2	8	2	-7	-4	2	24	8	4
CC(C)C[C@H]1CN=C(Nc2ccccc2)N1CC1CCCC1	5	10	9	9	6	4	13	15
COc1ccc2oc(C(=O)OCC(=O)NC(C)c3ccccc3)c(C)c2c1 (centres undefined)	13	16	5	15	1	6	-3	-3
COC(=O)[C@@]1(Cc2ccccc2)[C@H]2C(=O)N(C)C(=O)[C@H]2[C@H]2CN=C(SCc3ccc(C#N)cc3)N21	/	16	3	/	4	/	9	0
CC(=O)Nc1ccc(C(=O)OCC(=O)NC(=O)NC2CCCCC2)cc1	9	-4	5	-1	0	-4	13	2
CCc1nn(CC(=O)NCCCN2CCOCC2)c(=O)c2cc3sccc3n12	2	4	-12	11	2	33	9	11
C=CCOc1cccc(/C=N/NC(=O)CN(c2cc(Cl)ccc2OC)S(=O)(=O)c2ccc(C)c([N+](=O)[O-])c2)c1	-6	2	11	23	-3	13	-10	3
Cc1c(-c2nnc(SCC(=O)O)n2-c2ccccc2Br)nnn1-c1ccccc1	5	6	-1	7	-9	-35	9	8
COC(=O)c1ccc(N(C(=O)CNC(=O)c2ccco2)C(C(=O)NCC2CCCO2)c2ccc(OC)c(OC)c2)cc1 (centres undefined)	8	5	-2	4	-4	11	7	0
Cc1ccc(-c2cc(C(=O)Nc3cccnc3)c3ccccc3n2)o1	-10	8	1	3	9	35	-3	11
Cc1cc(NS(=O)(=O)c2ccc(NC(=O)C(C)Oc3ccc(C(C)C)cc3)cc2)no1 (centres undefined)	-14	3	-9	-2	1	3	-1	3
CCCN1CCc2c(sc(NC(=O)CCS(=O)(=O)c3ccccc3)c2C(=O)OC)C1	2	-1	-11	-5	-4	-27	-15	27
Nc1c(N(Cc2ccccc2)C(=O)COc2ccc(F)cc2)c(=O)[nH]c(=O)n1Cc1ccccc1	-2	7	5	-1	5	-19	-4	1
COCc1c(C(=O)N2CCN(Cc3ccc(C#N)cc3)CC2)oc2ccccc12	2	13	4	12	-4	2	-8	8
Cc1cccc(NC(=O)CSCc2c(C)noc2C)c1C	-1	-4	-2	19	0	15	16	0
COc1ccc(-c2cc3ccc(OCc4nn[nH]n4)cc3oc2=O)cc1	13	-1	-11	3	-3	12	11	13
O=C1CN(C(=O)c2ccccc2)c2ccccc2N1	7	5	0	9	-4	-3	16	7
CC(C)c1nnc(NC(=O)c2cccs2)s1	-6	4	0	-43	-2	15	-133	-46
CC1CCCCN1C(=S)NCCc1ccccc1 (centres undefined)	-3	-2	-9	-37	-5	2	-37	-36
CCn1c(CNC(=O)c2ccc(OC)c(OC)c2)nnc1SCC(=O)Nc1ccccc1	-3	-2	-14	1	-19	-4	10	6
C/C(=N\NC(=S)Nc1ccc(C(C)C)cc1)c1ccc2c(c1)OCO2	-4	11	32	-21	2	-11	-16	-8
O=C(c1ccccc1)c1nnc(-c2ccncc2)o1	1	-9	-11	-2	3	9	13	4
COc1ccc(/C=C/C(=O)c2cc(F)ccc2OC(=O)c2ccccc2OC)cc1OC	/	9	5	/	-6	/	/	44
COc1ccccc1CN1CCCCCC1	6	5	-19	5	7	11	-2	24
Cc1ccc(-c2[nH]c3ccccc3c2C(C[N+](=O)[O-])c2ccco2)cc1 (centres undefined)	-2	10	8	23	25	-9	-20	11
CCOC(=O)c1c(NC(=O)CN2CCCCC2)sc2c1CCCC2O (centres undefined)	7	11	9	-18	9	9	-8	11
COc1cc(NC(=O)c2cc(-c3ccccc3)on2)cc(OC)c1OC	-7	10	-7	-2	-12	-12	-10	4
CCCn1c(=NC(=O)c2ccncc2)c(C#N)cc2c(=O)n3cccc(C)c3nc21	/	10	5	/	-2	/	/	2
CCC(C(=O)NCCc1ccc(S(N)(=O)=O)cc1)c1ccccc1 (centres undefined)	-1	11	0	-32	7	-12	-28	1
O=C(C[N+]1(CC#Cc2ccccc2)CCCCC1)c1ccc(Cl)cc1	-5	30	13	-4	27	57*	3	31
COc1ccccc1NS(=O)(=O)c1ccc(C(=O)NCC2(N(C)C)CCCCC2)cc1	0	2	1	-7	7	13	-4	18
O=C1CC(C(=O)N2CCOCC2)C2(CCCCC2)O1 (centres undefined)	-3	-8	-6	-1	7	-16	3	0
COc1ccc(-n2cnc3cc([N+](=O)[O-])ccc32)cc1	/	8	4	/	2	/	/	-18
O=[N+]([O-])c1ccccc1Oc1ncccc1[N+](=O)[O-]	-11	-2	-10	-9	5	1	-21	9
C1CCN=C(NC23CC4CC(CC(C4)C2)C3)CC1	6	/	/	-10	/	2	8	/
CC(=O)c1ccc(N(C(=O)CNC(=O)c2ccco2)C(C(=O)NC2CCCC2)c2ccco2)cc1 (centres undefined)	-8	-2	8	-1	3	-3	-4	4
Cc1c(C(=O)Nc2cccc([N+](=O)[O-])c2)csc1-c1ccccc1	-3	18	22	-419	-2	8	i	-192
O=C(/C=C/Nc1ccccc1O)c1ccco1	-12	10	-2	-70	-14	3	-27	-1
Nc1nonc1-n1nnc(C(=O)N/N=C/c2ccncc2)c1-c1cccs1	10	3	0	2	-6	1	-2	-7
Cc1cccc(NC(=O)c2cc(NC(=O)C3CC=CCC3C(=O)O)ccc2N2CCOCC2)c1 (centres undefined)	0	-10	-4	-10	-2	8	1	4
O=C1c2nccnc2C(=O)N1c1ccc(C(F)(F)F)cc1	-15	9	-1	-7	-1	13	12	-3
COc1ccc(CN2C(=O)Cc3c2nc(N)c2c(N)nc(N4CCCCC4)c(C#N)c32)cc1	-44	/	/	-1	/	-12	-25	/
O=C(CCN1C(=O)c2ccccc2C1=O)Nc1ccc(S(=O)(=O)NC2=NCCCCC2)cc1	2	0	-4	8	0	0	16	2
CCOc1ccc(N(C)C(=O)CCc2nnc3ccc(N4CCC5(CC4)OCCO5)nn23)cc1	-6	5	-2	-4	-10	5	-17	-6

3 entries already listed, sorted by the value under APJ antag, descending.
mol	APJ antag
O=C(CCN1C(=O)c2ccccc2C1=O)Nc1ccc(S(=O)(=O)NC2=NCCCCC2)cc1	0
O=C1CN(C(=O)c2ccccc2)c2ccccc2N1	-3
CC(=O)Nc1ccc(C(=O)OCC(=O)NC(=O)NC2CCCCC2)cc1	-4

Carrying on:
SMILES	UBC13 polyUb	CCR6 antagonist	EBI2 block	Jurkat NFkB inh	CXCR6 inh	APJ antag	697 NFkB inh	Gli-Sufu block
CCOc1ccc2ccccc2c1/C=N\NC(=O)OC	-8	6	-7	-7	-9	-28	-28	4
CC(C)c1ccccc1OCCCCCNCCO	9	11	-3	3	4	17	9	30
C[C@H]1CN=C(Nc2ccccc2)N1CCC1CCCCC1	6	17	4	4	2	-5	10	21
CC(C)NC(=S)N=Nc1c(O)[nH]c2ccc(C(C)C)cc12	65*	15	12	18	14	8	3	5
Nc1nc(Nc2ccccc2F)nc(NCCO)c1[N+](=O)[O-]	-8	0	-14	-1	-4	10	-35	1
CCCC(=O)OCC(=O)Nc1cc([N+](=O)[O-])ccc1OC	-3	1	-4	2	8	7	7	34
COc1ccc(C(CNC(=O)COc2ccccc2C)N2CCCC2)cc1 (centres undefined)	2	18	4	-11	-7	22	-11	19
CCC(=O)OCn1nnc2ccccc2c1=O	3	4	2	-1	-4	14	1	-8
Nc1ccccc1C#CCCCCO	-7	-8	-10	13	-10	-20	23	21
Cc1ccc(S(=O)(=O)N2CCC(C(=O)N/N=C/c3cccnc3)CC2)cc1	-17	17	-2	3	-1	18	-10	2
Cc1c(C(=O)Nc2c(F)cc(F)cc2Br)sc2ncn(CC(=O)N3CCCC3)c(=O)c12	-10	14	7	-2	4	-19	6	41
O=C(CCNC(=O)c1ccccc1Cl)Nc1cc(C(F)(F)F)ccc1Cl	3	1	-3	6	3	-35	16	13
CCOc1ccc(NC(=O)COc2ccc(N3CC(C(N)=O)CC3=O)cc2)cc1 (centres undefined)	/	-3	2	/	-3	/	/	-8
Cc1ccc(CCNC(=O)C23CN(Cc4ccccc4)CC2C(c2cccc([N+](=O)[O-])c2)=NO3)cc1 (centres undefined)	-11	5	63*	3	5	2	4	15
CCCCCCOc1ccc(C(=O)n2cnc(N)n2)cc1	8	-8	-12	-6	-7	-11	6	-3
Cc1ccc(NC(=O)/C=C/c2ccc([N+](=O)[O-])s2)c(C)c1	/	23	20	/	6	/	/	72*
O=C(CSc1ccc2ccccc2n1)NCCC1=CCCCC1	29	0	8	-7	1	18	-18	-2
O=C(COC(=O)c1ccc(Br)o1)NCc1ccccc1Cl	-2	-3	-3	-8	3	-5	-6	0
CN(C)c1ccc(/C=C/C(=O)c2cccc(Br)c2)cc1	-115	13	0	-5	11	1	-13	-8
COc1ccc(NC(=O)CN(C)C(=O)c2ccc3c(c2)S(=O)(=O)N=C2CCCCCN23)cc1	1	2	2	3	0	24	13	-11
